Bioassay records as filed in PubChem BioAssay.
PAFAH1B3 inh = PAFAH1B3 enzyme inhibitors, primary screen, biochemical, fluorescence polarization, human. Platelet-activating factor acetylhydrolase IB subunit alpha1 (Homo sapiens), Q15102. recombinant PAFAH1B3, FP-rhodamine probe. inhibition, % at 3.39 µM. hit rate 0.28% among 340,000;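 active = inhibition above the screen-wide average of all tested compounds plus 3 SD, cut at about 25% in these data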;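 note: 0% = enzyme with DMSO only and 100% = wells lacking PAFAH1B3 protein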
Target sequence (Q15102 whole entry, looked up): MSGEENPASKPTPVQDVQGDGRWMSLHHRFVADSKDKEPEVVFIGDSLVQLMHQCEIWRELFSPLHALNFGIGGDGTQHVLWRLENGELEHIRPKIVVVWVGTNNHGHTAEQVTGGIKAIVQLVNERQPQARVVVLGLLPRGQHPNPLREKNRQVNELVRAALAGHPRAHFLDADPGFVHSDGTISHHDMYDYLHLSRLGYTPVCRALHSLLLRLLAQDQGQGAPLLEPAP
PAFAH2 FP inh = PAFAH2 enzyme inhibitors, primary screen, biochemical, fluorescence polarization, human; Platelet-activating factor acetylhydrolase 2, cytoplasmic (Homo sapiens), Q99487; recombinant PAFAH2, FP-rhodamine activity probe; inhibition, % at 3.39 µM; hit rate 0.99% among 340,000;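 active = inhibition above the mean over all tested compounds plus 3 SD, cut at about 30% in these data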;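 note: inhibitors block probe labeling of enzyme so polarization drops; 0% = enzyme with DMSO and 100% = wells lacking PAFAH2 protein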
ZTA counter = ZTA (EBV) inhibition in EBNA-1 counter-screen; P03206; ZTA-DNA binding, fluorescence polarization; inhibition, % at 11 µM; hit rate 0.15% among 320,000; in the data active = inhibition above about 33%
PAD4 inh = human PAD4 inhibitors, primary screen, biochemical, fluorescence polarization, 1536-well format; Protein-arginine deiminase type-4 (Homo sapiens), Q9UM07; inhibition, % at 6.36 µM; recombinant PAD4, RCA probe fluorescence polarization; AID 485272, 2010; hit rate 0.41% among 330,000;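 active = percent inhibition above a cutoff equal to the mean of all tested compounds plus 3 SD, cut at about 15% in these data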;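 note: 0% = PAD4 with RCA probe and DMSO and 100% = probe without PAD4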
EBNA-1 inhibitor = EBNA-1 DNA-binding inhibitors, primary screen, biochemical, fluorescence polarization; inhibition, % at 14.8 µM; hit rate 0.34% among 300,000; in the data active = inhibition above about 28%
LYPLA1 inh = LYPLA1 inhibitors, primary screen, counter-screen for PME1 inhibitor project, biochemical, fluorescence polarization, FP-Rh probe ABPP; hit rate 0.16% among 320,000; AID 2174, 2009; Acyl-protein thioesterase 1 (Homo sapiens), O75608; recombinant LYPLA1; inhibition, % at 5.9 µM;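 active = inhibition above the mean of all tested compounds plus 3 SD, set per campaign, cut at about 14% in these data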;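 note: inhibitors block serine hydrolase probe labeling of LYPLA1 so polarization falls; 0% = enzyme with DMSO and 100% = wells lacking LYPLA1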
PREPL inh = PREPL enzyme inhibitors, primary screen, biochemical, fluorescence polarization; inhibition, % at 5.96 µM; AID 2751, 2010; hit rate 0.68% among 320,000; Prolyl endopeptidase-like (Homo sapiens), Q4J6C6; recombinant PREPL, fluorescence polarization activity-based probe; in the data active = inhibition above about 43%;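 note: 0% = enzyme with DMSO and 100% = wells lacking enzyme; many of its hits are not listed in these tables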
Target sequence (Q4J6C6 whole entry, looked up): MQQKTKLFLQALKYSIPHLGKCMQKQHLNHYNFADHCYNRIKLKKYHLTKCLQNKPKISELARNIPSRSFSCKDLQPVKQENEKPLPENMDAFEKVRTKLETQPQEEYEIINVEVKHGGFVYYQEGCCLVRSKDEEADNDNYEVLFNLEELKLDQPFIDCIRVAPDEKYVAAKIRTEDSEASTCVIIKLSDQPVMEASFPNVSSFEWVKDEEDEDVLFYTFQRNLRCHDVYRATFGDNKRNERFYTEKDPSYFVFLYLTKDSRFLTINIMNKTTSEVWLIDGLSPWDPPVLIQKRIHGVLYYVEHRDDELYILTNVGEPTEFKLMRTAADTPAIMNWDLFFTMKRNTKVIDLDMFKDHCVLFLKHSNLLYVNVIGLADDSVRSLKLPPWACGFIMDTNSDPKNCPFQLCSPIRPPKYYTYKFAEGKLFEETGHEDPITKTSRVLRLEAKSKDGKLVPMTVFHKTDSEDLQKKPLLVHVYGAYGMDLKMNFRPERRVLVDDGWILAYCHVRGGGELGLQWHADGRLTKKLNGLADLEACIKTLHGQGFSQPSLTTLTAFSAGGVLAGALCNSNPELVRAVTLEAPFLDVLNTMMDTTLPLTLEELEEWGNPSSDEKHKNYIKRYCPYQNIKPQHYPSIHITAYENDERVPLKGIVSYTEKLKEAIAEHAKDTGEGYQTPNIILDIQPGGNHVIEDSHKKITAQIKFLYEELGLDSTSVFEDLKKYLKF
LYPLA2 inh = LYPLA2 inhibitors, primary screen, counter-screen for PME1 inhibitor project, biochemical, fluorescence polarization, FP-Rh probe ABPP. Acyl-protein thioesterase 2 (Homo sapiens), O95372. recombinant LYPLA2. inhibition, % at 5.9 µM. hit rate 0.38% among 320,000. AID 2177, 2009;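 active = inhibition above the screen-wide mean plus 3 SD, limit set per campaign, cut at about 26% in these data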;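 note: 0% = LYPLA2 with DMSO and 100% = wells lacking LYPLA2 enzyme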
GSTO1 inh = inhibitors of recombinant GSTO1, primary screen, counter-screen for RBBP9 inhibitor project, biochemical, fluorescence polarization. Glutathione S-transferase omega-1 (Homo sapiens), P78417. activity-based probe fluorescence polarization. inhibition, % at 5.96 µM. hit rate 1.1% among 300,000. AID 1974, 2009;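 active = inhibition above the campaign mean inhibition plus 3 SD, cut at about 35% in these data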;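 note: 0% = GSTO1-1 with DMSO and 100% = wells lacking GSTO1-1 enzyme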
* hit, by the source's call; . = no result given. Some of the compounds tested; rates above refer to the full screens.

Order of values – PAFAH1B3 inh, PAFAH2 FP inh, ZTA counter, PAD4 inh, EBNA-1 inhibitor, LYPLA1 inh, PREPL inh, LYPLA2 inh, GSTO1 inh
O=C(Nc1nc(-c2cccc(Br)c2)cs1)Oc1ccccc1
    -0.6, 2.1, -1.6, -1.6, -10.3, -0.9, 4.1, -6.9, -3.2
COc1ccccc1OC(=O)Nc1ccc(Cl)cc1
    5.8, -3.1, -4.5, 2.1, -6.4, -5.4, 3.5, 1.1, 4.3
O=C(Cn1c(C(=O)N2CCc3ccccc3C2)cc2sccc21)c1ccccc1
    4.6, -0.1, 3.3, -4.3, -4.2, -3.4, 27.6, -5.3, -4.0
CC(NC(=O)c1ccco1)c1ccc2c(c1)OCO2 (stereo not drawn)
    3.6, -3.7, -0.1, 3.4, 5.3, -0.5, 0.8, -3.4, -2.6
C[C@@H]1C2CC(C/C2=N\NC(=O)c2ccncc2)C1(C)C (stereo partly drawn)
    5.0, 8.2, -4.2, 3.4, -10.7, -0.2, 10.7, 10.1, 2.8
CC1CCC(NC(=O)CN(C)S(=O)(=O)c2ccc3c(c2)CCC(=O)N3)CC1 (stereo not drawn)
    -0.7, 5.2, 2.4, -4.4, 1.0, 0.1, -2.0, -3.2, -1.6
Oc1ccccc1C1Nc2cccc3cccc(c23)N1
    22.5, 25.2, -1.6, -5.8, 0.9, -11.7, 30.0, 2.0, 19.1
COc1ccc(NC(=O)N2CCNC(=O)C2CC(=O)Nc2ccc(F)cc2)cc1 (stereo not drawn)
    4.2, -0.1, -13.1, -1.2, -8.9, -3.3, 6.0, -2.2, 4.5
COc1ccc(N=Nc2ccc3ccccc3c2)c(O)c1
    -0.9, -0.1, -1.9, 1.3, 13.0, -0.6, 13.2, -0.3, 1.4
COc1cc2nc3occc3c(OC)c2cc1OC
    10.1, 7.9, 5.0, 1.5, -3.0, -5.0, -0.8, 3.2, 1.4
Cc1[nH]c2ccccc2c1C(=O)C(=O)NCCC1=CCCCC1
    1.8, 3.1, 4.6, -4.5, -7.9, -1.1, -5.4, -3.3, -1.4
C=CCSc1nc(=O)n2cccc(C)c2n1
    4.5, 8.9, 9.1, -1.5, 2.5, -2.3, -7.6, 1.1, 1.8
Cc1ccn2cc(C(=O)Nc3nnc(C)s3)nc2c1
    1.8, 2.7, -10.1, 5.9, 0.0, 7.2, -8.9, 3.7, 7.4
Cn1cnnc1SCC(=O)NC1CCCN(Cc2ccc(Cl)cc2)C1 (stereo not drawn)
    -2.2, 3.4, -4.6, -3.2, 4.1, -4.3, 3.3, 3.2, 3.4
CCC(C)(C(=O)NC1CCCCC1)N(Cc1ccco1)C(=O)Cc1cccs1 (stereo not drawn)
    0.8, -0.9, 5.8, -3.8, 2.2, -3.5, -2.7, -8.2, 4.8
O=C(C[n+]1ccccc1)N/N=C/c1ccc(O)cc1
    7.6, -1.9, 0.8, -7.9, 8.3, -3.1, -3.7, -4.8, 3.2
CC1=NN(c2ccccc2)C(=O)C1C(=O)c1ccccc1 (stereo not drawn)
    2.5, -1.8, -10.9, -1.8, 5.8, 9.9, 12.8, 12.4, -2.3
Cc1ccc(-c2nnn(CC(=O)N(c3ccc(F)cc3)C(C(=O)NC3CCCC3)c3ccncc3)n2)o1 (stereo not drawn)
    8.0, -4.4, 4.7, 2.1, -6.3, 2.8, 4.7, 5.4, 4.0
O=C(CN1C(=O)CCS(=O)(=O)c2ccccc21)Nc1ccc(F)cc1
    6.8, 13.0, -5.1, 6.8, -12.9, -5.8, 15.0, 1.9, -3.5
O=C(NCc1cccnc1)C(=O)NCC1CCCO1 (stereo not drawn)
    5.6, 1.9, 4.0, -1.6, 8.1, -2.1, 1.6, 1.3, -1.3
CCNC(=O)NC(=O)COC(=O)C1CSC2(C)CCC(=O)N12 (stereo not drawn)
    3.6, 6.2, 3.4, -2.6, 3.2, 0.2, -2.2, -1.0, 7.7
CCOC(=O)/C(C#N)=C1/C=CN(C)C=N1
    7.6, -3.3, -8.3, 1.4, -0.5, 0.4, -0.7, -2.6, 1.5
Cc1ccc(NC2=C(NC(=O)c3ccccc3)C(=O)c3ccccc3C2=O)cc1Cl
    18.4, 11.6, -4.4, 2.8, 1.6, 0.6, 19.4, 2.9, 61.8*
O=C(NCCCn1ccnc1)C(=O)NCc1ccc(Cl)cc1
    -5.1, 0.0, 3.6, 1.1, -0.5, 3.6, -4.8, 2.3, -0.2
CC12CCC(C(=O)NCCCN3CCOCC3)(C(Br)C1=O)C2(C)C (stereo not drawn)
    -0.2, 9.6, -2.0, -2.3, -0.7, 0.0, 15.0, 9.8, -2.3
O=C(CS(=O)CC(=O)Nc1ccccc1-c1ccccc1)Nc1ccc(F)cc1 (stereo not drawn)
    10.4, 3.5, -17.9, 1.2, 7.3, 1.6, -16.9, -0.8, -1.9
Cc1cc(C)n2c(SCc3ccc(C#N)cc3)nnc2n1
    9.6, 3.2, -2.7, -4.4, -0.1, -0.8, 14.1, 9.9, -2.6
COc1ccc(CCNC(=O)c2ccc(SC)cc2OC)cc1
    3.6, 6.9, 6.2, 0.0, 0.4, -3.1, -3.3, 1.0, 5.3
Cc1ccc(N2CCN(c3ccc(NCc4nc5ccccc5n4C)cc3)CC2)cc1
    5.4, 2.4, -16.4, -9.5, 5.6, -0.4, 34.5, 3.5, 2.5
COc1ccc(C2c3[nH]c4ccccc4c3C[C@H]3C(=O)N(c4ccccc4C(=O)N4CCC[C@H]4C(=O)O)C(=O)N23)cc1 (stereo partly drawn)
    8.4, 2.1, 4.9, 0.5, 7.4, 0.9, 6.0, 7.8, -10.8
CC1(OC(=O)CCc2ccccc2)C(=O)C=C2C=C(c3ccc(C#N)cc3)N(C3CCCC3)C=C2C1=O (stereo not drawn)
    7.6, 0.6, 6.3, -10.4, -0.2, 4.5, 15.8, 6.0, 33.5
Cc1ccc(C)c(OCC(=O)Nc2ccc(S(=O)(=O)Nc3ccccn3)cc2)c1C
    2.4, -0.6, -4.0, -0.6, 8.0, 2.0, -4.1, 11.7, 1.5
COCCn1c(N)c(Sc2ccc(Cl)cc2)c(=O)[nH]c1=O
    0.3, -1.9, 2.2, -0.2, -14.8, 0.6, 0.8, 3.1, 3.4
O=S(=O)(Nc1ccc(O)c2ccccc12)c1ccc(Br)cc1
    ., ., -2.9, 18.7*, -8.1, -4.1, 15.7, -1.4, 61.3*
CN(C)c1ccc(/C=N/N=C/c2ccccc2O)cc1
    -6.0, 0.3, 22.1, 0.8, 14.3, -2.0, 2.3, 3.6, -1.1
c1ccc(Cn2c(SCCN3CCOCC3)nnc2-c2cccnc2)cc1
    5.8, 6.1, 0.0, 4.7, -5.0, -0.7, 4.5, -1.4, -3.4
C/C(=N/OC(=O)C1CC12CCC2)c1ccc(Br)cc1 (stereo not drawn)
    5.2, 50.6*, -3.0, 2.6, -0.5, 0.2, 1.8, 3.1, -5.0
Cc1ccc(NC(=O)CSc2ncnc3ccccc23)cc1S(=O)(=O)N1CCCCC1
    3.0, -6.9, 3.0, 10.4, 2.2, -9.8, -0.6, -14.8, -33.7
Cc1cc(Br)cc(Cl)c1OCC(=O)N1CCN(C(=O)c2ccco2)CC1
    0.4, 0.2, -8.1, -1.0, ., 2.8, 2.2, 2.4, .
C=CCn1c(SCc2c(C)noc2C)nc2sc3c(c2c1=O)CCCC3
    9.1, -7.7, 16.3, 0.2, -5.7, -0.9, 16.4, 0.4, -4.2
CCOC(=O)CC(=O)CSc1nc2c(cc1C#N)CCC2
    2.5, 4.5, 11.6, 2.5, -5.5, -2.8, 6.4, -6.4, 4.9
COc1ccccc1-n1c(CNC(=O)c2cccs2)n[nH]c1=S
    3.6, 4.8, 20.5, 3.6, -0.7, -4.1, 6.1, -0.4, -0.1
COc1ccccc1NC(=O)/C(C#N)=C/c1cccn1C
    -0.7, -3.2, 13.8, -4.7, 8.2, -1.7, -1.8, 0.0, 1.3
O=C(Nc1ccc2nc3ccccc3nc2c1)c1ccccc1
    5.5, -4.7, -1.5, -0.8, 1.3, -2.5, 12.8, 1.9, 1.2
CCOC(=O)Cc1csc(N/N=C/c2ccc(Cl)cc2)n1
    -7.9, 7.7, 2.8, -7.9, -5.4, -2.4, 10.7, -2.3, -6.5
C=CCn1c(SCC(=O)N2CC(=O)Nc3ccccc32)nc2scc(-c3ccccc3)c2c1=O
    0.8, -6.2, 0.0, -3.8, -3.3, 2.9, -0.2, 0.9, -7.2
O=S1(=O)c2cccc3cccc(c23)N1Cc1ccc(-c2nnco2)cc1
    2.1, 4.3, 10.2, -3.2, -6.3, -1.6, 16.9, 5.5, -13.6
O=C(Nc1c(Cl)cc(Cl)cc1C(=O)NCCN1CCOCC1)c1ccc(Cl)cc1Cl
    6.6, 0.4, 16.9, 1.5, 7.1, -2.5, 6.3, 2.5, -13.5
C/C(=N\NC(=O)c1ccc(Cl)cc1)c1cccc(NC(=O)c2cccnc2)c1
    7.3, -0.1, -0.6, -4.2, -2.1, -1.6, 20.6, -2.3, 0.4
O=C1Nc2ccccc2SC(c2ccccc2)C1O (stereo not drawn)
    0.7, 12.2, -2.2, -16.3, -2.5, -1.6, 13.6, -6.2, 6.1
Oc1[nH]c2ccccc2c1C=Nc1ccc2c(c1)OCO2
    5.5, 4.7, -9.2, 3.2, 3.5, 0.3, 33.4, -0.9, -0.7
Cc1ccc(NC(=O)C(C)OC(=O)Cc2c[nH]c3ccccc23)cc1S(=O)(=O)N1CCOCC1 (stereo not drawn)
    5.2, -4.8, -17.1, -1.7, -7.7, -0.2, -0.6, 1.0, 11.7

Ordered by the number under PAD4 inh (rising): three of the compounds above
structure	PAD4 inh
Cc1ccc(N2CCN(c3ccc(NCc4nc5ccccc5n4C)cc3)CC2)cc1	-9.5
Cc1cc(C)n2c(SCc3ccc(C#N)cc3)nnc2n1	-4.4
C=CCn1c(SCc2c(C)noc2C)nc2sc3c(c2c1=O)CCCC3	0.2
